From PubChem
procasp3 activ: activators of human procaspase-3 | recombinant procaspase-3 D3A, Ac-DEVD-pNA absorbance 405 nm | activation, % at 8.5 µM | hit rate 0.11% among 330,000 | P42574;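 active = activation above the mean of all tested compounds plus 3 SD, cut at about 21% in these data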;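 note: 0% = DMSO alone and 100% = DMSO wells spiked with extra 5 µM PC-3 D3A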
Target sequence (P42574 whole entry D9A/D28A/D175A): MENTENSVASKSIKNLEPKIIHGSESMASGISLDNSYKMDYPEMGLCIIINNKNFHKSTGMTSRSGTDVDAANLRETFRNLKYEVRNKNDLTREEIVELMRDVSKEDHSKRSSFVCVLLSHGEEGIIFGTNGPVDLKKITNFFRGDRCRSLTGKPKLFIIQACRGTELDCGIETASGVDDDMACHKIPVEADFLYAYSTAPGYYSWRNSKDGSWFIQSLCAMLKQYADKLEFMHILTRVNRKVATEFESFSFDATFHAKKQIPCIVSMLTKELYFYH
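material = Procaspase-3 D3A mutant | probe or stimulus = Ac-DEVD-pNA | compound = single dose, 8.5 µM nominal compound, 0.8% DMSO | timing = 1 h preincubation, 2 h reaction | measured by = 405 nm absorbance of p-nitroaniline, reads at 0 and 120 min | benchmarks = DMSO-only low control, 5 µM PC-3 D3A high control | repeats = singlicate, each compound tested once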
PAFAH2 FP inh: inhibitors of human PAFAH2. recombinant PAFAH2, FP-rhodamine activity probe, fluorescence polarization. inhibition, % at 3.39 µM. Q99487. AID 492956. hit rate 0.99% among 340,000;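 active = inhibition above the mean over all tested compounds plus 3 SD, cut at about 30% in these data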;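 note: inhibitors block probe labeling of enzyme so polarization drops; 0% = enzyme with DMSO and 100% = wells lacking PAFAH2 protein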
proCasp7 act: counter-screen for procaspase-3 activators: activators of human procaspase-7; P55210; recombinant procaspase-7, Ac-DEVD-pNA absorbance 405 nm; D23A/D198A/D206A triple mutant, cannot self-cleave; scale: DMSO 0, 5 µM enzyme 100; activation, % at 8.5 µM; hit rate 0.093% among 330,000;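 active = percent activation above the screen-wide mean plus 3 SD, cut at about 25% in these data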
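Assay system: Uncleavable procaspase-7 mutant enzyme; Input: 2 µM procaspase-7 mutant as dispensed; Also added: DEVD-pNA substrate; Medium: Zinc-free HEPES pH 7.4 with 300 mM NaCl, 0.01% Triton X-100; Timing: 1 h compound preincubation, 2 h substrate cleavage, 25 °C; Measured by: Epi-absorbance of released pNA at 405 nm, two timepoints.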
AHR activator: activates the human aryl hydrocarbon receptor. AHR-responsive luciferase reporter cells, luminescence. activation, % at 5 µM. hit rate 2.5% among 320,000. AID 2796; in the data active = activation above about 47%;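 note: 0% = vehicle wells and 100% = reference agonist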
PP5 inh: inhibitors of human protein phosphatase 5 (PP5); inhibition, % at 6.7 µM; hit rate 0.18% among 320,000; AID 1987; purified PP5c, OMFP substrate fluorescence;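 active = inhibition above the campaign's mean inhibition across all tested compounds plus 3 SD, cut at about 9.5% in these data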;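 note: 0% = DMSO only and 100% = 100 µM cantharidin control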
Target sequence (P53041 whole entry, looked up): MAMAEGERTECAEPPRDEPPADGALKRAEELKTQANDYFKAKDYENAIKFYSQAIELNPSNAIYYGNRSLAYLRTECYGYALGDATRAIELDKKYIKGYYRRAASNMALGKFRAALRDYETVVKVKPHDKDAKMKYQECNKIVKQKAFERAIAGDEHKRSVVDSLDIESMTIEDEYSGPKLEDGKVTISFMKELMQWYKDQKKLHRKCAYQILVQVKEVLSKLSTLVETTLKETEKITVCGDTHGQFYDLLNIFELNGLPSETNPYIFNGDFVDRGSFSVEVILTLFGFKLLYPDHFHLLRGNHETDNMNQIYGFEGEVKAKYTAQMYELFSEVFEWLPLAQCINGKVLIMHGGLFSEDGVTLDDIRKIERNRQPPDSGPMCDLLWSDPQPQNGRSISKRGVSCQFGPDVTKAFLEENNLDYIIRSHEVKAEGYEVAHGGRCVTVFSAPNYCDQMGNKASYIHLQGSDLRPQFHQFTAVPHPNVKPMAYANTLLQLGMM
TPT1 inhibitor: inhibitors of Candida albicans tRNA 2'-phosphotransferase TPT1; recombinant caTPT1, FP RNA substrate dephosphorylation; inhibition, % at 5 µM; hit rate 0.81% among 300,000; AID 1962;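 active = inhibition above the mean of all tested compounds plus 3 SD, set per screening campaign, cut at about 24% in these data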;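 note: plate controls were DMSO alone for no effect and ferristatin control at 100 nM for full effect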
PP1 counter: blocks human PP1-alpha phosphatase, a PP5 counter-screen | P62136 | purified PP1alpha, OMFP fluorescence | inhibition, % at 6.7 µM | hit rate 0.9% among 320,000 | AID 2235;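 active = inhibition above the mean inhibition of all tested compounds plus 3 SD, computed separately for each screening campaign, cut at about 15% in these data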
Fh CTSL1 inh: counter-screen for PFM18AAP inhibitors: inhibitors of F. hepatica cathepsin L1 | hit rate 0.49% among 300,000 | recombinant F. hepatica cathepsin L1, Z-Leu-Arg-MCA fluorescence | inhibition, % at 5.96 µM;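 active = inhibition above the mean of all tested compounds plus 3 SD, set per screening campaign, cut at about 17% in these data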;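 note: 0% = plate median of test compound wells and 100% = 1 µM Z-Phe-Ala-diazomethylketone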
core dimer inh: HCV core protein dimerization inhibition; inhibition, % at 5 µM; hit rate 0.33% among 300,000; TR-FRET GST/Flag-core106 dimerization, 1536-well;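 active = inhibition above the mean of all tested compounds plus 3 SD, set per screening campaign, cut at about 45% in these data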
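Assay system: GST-tagged and Flag-tagged HCV core protein residues 1-106 / Times: compound-protein-antibody incubation 4 h at 22.5 °C / Signal: time-resolved FRET, ex 340 nm, em 617 and 671 nm / Evaluation: % inhibition based on acceptor/donor emission ratio / Benchmarks: wells lacking GST-core106 and wells with excess unlabelled core106 / Repeats: singlicate, one well per compound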
The depositor's hits bear a star; . = no result given.

SMILES	procasp3 activ	PAFAH2 FP inh	proCasp7 act	AHR activator	PP5 inh	TPT1 inhibitor	PP1 counter	Fh CTSL1 inh	core dimer inh
COC(=O)C(O)(c1ccc(N(C)C(=O)COc2ccccc2)cc1)C(F)(F)F (stereo not given)	2	4	0	0	0.7	-1	-1	-4	-7
COCc1ccc(CN2CCCC(C(=O)c3sccc3C)C2)o1 (stereo not given)	7	4	-4	5	-3.0	-3	-2	-1	-2
CCN(CC)c1ccc(N=Cc2c(O)n(-c3ccc(Cl)cc3)c(=O)[nH]c2=O)cc1	2	-2	-6	-1	2.4	27*	1	-4	13
CCC(CO)Nc1ccc([N+](=O)[O-])c2cccnc12 (stereo not given)	-11	-3	-11	4	5.1	7	5	7	-14
CCCNC(=O)N1[C@H]2CC[C@@H]1C(C(=O)OC)=C(c1cccc(OC)c1OC)C2	-3	7	-6	-1	2.5	3	-5	0	0
O=c1c2ccccc2nc(-c2ccccc2)n1-c1ccncc1	0	3	0	0	0.2	0	0	6	7
CN(C)C1=C(C#N)C(c2ccccc2)=NP(N(C)C)(N(C)C)=N1	-8	4	4	-1	1.3	-3	-5	0	2
CCc1cc(=O)oc2c(C)c(OCC(=O)N3C[C@H]4C[C@@H](C3)c3cccc(=O)n3C4)ccc12	-2	-1	6	2	2.4	-1	-6	-2	0
O=C1NC(=O)[C@]2(Cc3ccccc3N3CCN(c4ccccc4)CC32)C(=O)N1Cc1ccccc1 (stereo not given in full)	-11	21	-3	9	0.5	0	12	4	43
COC(=O)C1=C(c2ccc(S(C)(=O)=O)cc2)C[C@@H]2CC[C@H]1N2C(=O)NCCCOC(C)C	-2	1	-3	-2	0.7	3	-2	-2	-11
O=c1[nH]c(=O)n(Cc2ccccc2)c(O)c1/C=C1\C=Nc2ccccc21	-12	12	-23	10	1.6	58*	2	2	5
CC1=C2C(=O)C3C(CC=C4CC(OC5OC(O)C(O)C(O)C5CO)CCC43C)C2CCC12OC1CC(C)CNC1C2C (stereo not given)	-3	0	1	2	0.8	-2	-1	-2	-7
N#C[C@H](O[C@@H]1O[C@H](CO[C@@H]2O[C@H](CO)[C@@H](O)[C@H](O)[C@H]2O)[C@@H](O)[C@H](O)[C@H]1O)c1ccccc1	-1	-2	-7	-1	.	.	.	.	.
O=[N+]([O-])c1ccccc1CNCCc1ccc(F)cc1	-2	-1	2	-3	0.2	0	-3	0	2
CCN1CCN(CC(c2ccccc2)c2ccccc2)CC1	6	3	9	0	5.1	-1	-5	5	-9

(cont.)
SMILES	procasp3 activ	PAFAH2 FP inh	proCasp7 act	AHR activator	PP5 inh	TPT1 inhibitor	PP1 counter	Fh CTSL1 inh	core dimer inh
Nc1cc(Cl)cc(C(=O)O)c1Cl	0	-7	17	-1	1.2	.	-2	.	.
Clc1cccc(CN2CCCCC2c2cccnc2)c1 (stereo not given)	-1	-1	4	1	0.1	2	-1	-2	-1
Cc1ccc(N2C(=O)NC(=O)/C(=C\c3ccc([N+](=O)[O-])o3)C2=O)cc1	-4	.	-16	1	0.9	29*	8	0	4
Cc1nn(Cc2ccccc2)c(C)c1C(=O)OCC(=O)Nc1cccc(S(N)(=O)=O)c1	-2	6	-1	1	-1.0	-2	-1	-5	0
CC(=O)N1CN2CN(C(C)=O)CC(C(=O)c3ccc([N+](=O)[O-])cc3)(C2)C1	4	-1	-3	0	-0.6	0	-5	-1	-2
CC1(C)CC(n2[nH]c(=O)c3c2NC(=O)CSC3c2ccc(F)cc2)CCO1 (stereo not given)	-3	0	1	6	2.5	2	-2	-2	-1
O=C(O)c1cccc(N=Nc2c(O)[nH]c(=O)[nH]c2=O)c1	9	-4	-3	3	-0.6	0	0	2	-5
COc1cc2c(c(OC)c1OC)-c1ccc(O)cc1[C@@H](NC(C)=O)CC2	5	1	-2	11	-1.4	1	1	4	-4
COCCN1C(=O)NC(=O)/C(=C\c2ccc(F)cc2)C1=O	1	1	-1	2	1.1	3	0	-3	1
Cc1ccc(CC(=O)N2CCN(C)CC2)cc1	2	2	-1	0	-1.2	-3	0	0	-6
CN(C)CC1CSCCC1(O)c1ccc(Cl)cc1 (stereo not given)	7	2	0	0	0.0	-6	-4	-2	-5
CN1C(=O)c2ccccc2NC(=O)C1Cc1ccccc1 (stereo not given)	8	-3	1	0	3.7	-1	0	-2	-2
CCN(CC)c1ccc(N=Cc2c(O)n(CCc3ccc(OC)c(OC)c3)c(=O)[nH]c2=O)cc1	-5	3	-18	0	0.3	43*	-1	1	4
C=CCn1c(O)c(C(CC)=Nc2ccc3c(c2)CCC3)c(=O)[nH]c1=O	-9	4	-5	8	-3.0	-6	0	11	-1
COc1ccc2c(c1OC)C(=O)OC2c1c(O)n(C2CCCCC2)c(=O)[nH]c1=O (stereo not given)	0	13	-10	4	1.5	21	1	2	3

The results go on.
SMILES	procasp3 activ	PAFAH2 FP inh	proCasp7 act	AHR activator	PP5 inh	TPT1 inhibitor	PP1 counter	Fh CTSL1 inh	core dimer inh
COC(=O)C1=C(c2ccc(F)cc2OCc2ccccc2)C[C@@H]2CC[C@H]1N2C(=O)NC(C)C	4	1	2	0	2.1	.	2	.	.
O=CC(Br)P(=O)(N1CCOCC1)N1CCOCC1 (stereo not given)	-8	.	-4	0	2.5	1	-5	-1	1
CCn1c(O)c(N=Nc2ccc(S(=O)(=O)N3CCOCC3)cc2)c(=O)n(CC)c1=S	-14	6	-7	0	2.9	6	1	3	7
O=C(CN1CC(c2ccccc2)CC1=O)NCc1ccc(F)cc1 (stereo not given)	-5	9	-4	4	3.1	-3	-11	-8	-10
Cc1cc(Br)ccc1N1C(=O)CC(=O)NC1=O	-10	-1	-10	3	0.6	24*	2	1	0
COc1ccc(CC2(CCc3ccncc3)C(=O)NC(=O)NC2=O)cc1	0	10	10	2	0.2	1	-6	1	3
COC(=O)C1=C(c2cccc(C#N)c2)C[C@@H]2CC[C@H]1N2C(=O)NCc1ccco1	-2	-4	1	-1	-1.6	.	4	.	.
COC(=O)C1=C(c2c(C)noc2C)C[C@@H]2CC[C@H]1N2C(=O)NCCOc1ccccc1Cl	-3	2	11	0	0.9	.	0	.	.
CN1C(=O)C(Cc2ccc3c(c2)OCO3)C(=O)N(C)C1=O	1	.	-1	0	2.5	-5	2	0	-7
CCCCn1c(=O)c(C(=O)Nc2ncccc2C)c(O)c2ccccc21	5	-4	-1	33	1.7	0	28*	-3	15
CCOP(=O)(OCC)C(O)c1ccc(OC)c(OC)c1 (stereo not given)	-4	-1	-2	-3	-0.7	15	0	-3	-5
CC(=O)N1CCC(N2CCCC(C(=O)c3cccc(Cl)c3)C2)CC1 (stereo not given)	3	-4	3	3	-0.5	-6	-8	13	1
COc1ccc(CCNC2CCCCC2)cc1OC	-6	-1	-1	-1	1.8	0	-5	0	0
CC(=O)Nc1ccc(N=Cc2c(O)n(Cc3ccco3)c(=O)[nH]c2=O)cc1	-12	.	2	6	0.9	1	0	1	10
COC(=O)C1=C(c2ccc(F)cc2OCc2ccccc2)C[C@@H]2CC[C@H]1N2C(=O)NCc1ccc(OC)cc1	2	3	1	-1	3.9	.	9	.	.

Other compounds follow.
SMILES	procasp3 activ	PAFAH2 FP inh	proCasp7 act	AHR activator	PP5 inh	TPT1 inhibitor	PP1 counter	Fh CTSL1 inh	core dimer inh
CCOc1ccc(/C=C2/C(=O)NC(=O)N(CCc3ccc(F)cc3)C2=O)cc1	-8	-1	-22	-1	-0.9	14	-2	-1	9
c1ccc(C2CC2)c(OCC2=NCCN2)c1	-1	-8	-1	-2	2.4	-4	2	-5	-2
CCOC(=O)c1c(C)n(Cc2ccco2)c2c1cc(O)c1ccccc12	-11	8	-10	51*	2.7	-4	1	2	-10
O=C(c1cc(C(=O)NCc2ccc(Cl)cc2)c(=O)n(Cc2ccc(Cl)cc2)c1)c1cc(F)ccc1O	0	-33	0	14	4.7	2	4	-4	24
O=P1(Nc2cccnc2)COc2ccccc2OC1	-10	-15	9	1	2.9	-2	-1	3	2
Cc1cc(OCc2ccc([N+](=O)[O-])cc2)c2c3c(c(=O)oc2c1)CCCC3	7	-3	1	2	-2.4	1	-3	8	15
COc1ccc(C(=O)Nc2cccc(S(=O)(=O)NCc3ccco3)c2)cc1	-1	9	3	24	.	.	.	.	.
Cc1ccsc1C(=O)C1CCCN(Cc2cccn2-c2ccccn2)C1 (stereo not given)	11	6	5	7	1.1	3	-1	5	-2
O=C(c1ccc(Cl)cc1)C1CCCN(Cc2ccc3ncccc3c2)C1 (stereo not given)	2	1	9	7	1.0	-5	0	3	1
COC(=O)C1=C(c2ccc(-c3ccccc3)c(F)c2)C[C@@H]2CC[C@H]1N2C(=O)N1CCc2cc(OC)c(OC)cc2C1	4	1	0	-2	4.5	.	-1	.	.
C=C[C@H]1CN2CC[C@H]1C[C@H]2[C@H](O)c1ccnc2ccccc12	-3	-2	1	-1	0.6	1	-6	-1	14
O=C(NC(Cc1cnc[nH]1)C(=O)O)c1ccccc1 (stereo not given)	4	2	-1	2	-1.4	3	-4	2	-2
COC(=O)C1=C(c2cccc(OCc3ccccc3)c2)C[C@@H]2CC[C@H]1N2C(=O)NCc1ccccc1OC	-3	-6	-1	1	1.7	.	11	.	.

An excerpt of these results, with two lines to a compound.
Below each SMILES: procasp3 activ, PAFAH2 FP inh, proCasp7 act, AHR activator, PP5 inh, TPT1 inhibitor, PP1 counter, Fh CTSL1 inh, core dimer inh
> Cc1ccsc1C(=O)C1CCCN(Cc2cccn2-c2ccccn2)C1 (stereo not given)
 : 11, 6, 5, 7, 1.1, 3, -1, 5, -2
> O=C(c1ccc(Cl)cc1)C1CCCN(Cc2ccc3ncccc3c2)C1 (stereo not given)
 : 2, 1, 9, 7, 1.0, -5, 0, 3, 1

An excerpt; rates above refer to the full screens.
